Platelet DG rel: inhibitors of platelet dense granule secretion, primary screen, cell-based, MLPCN, human platelets; human platelet-rich plasma, SFLLRN dense granule ATP release, luminescence; inhibition, %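 (compounds screened at 7.5 µM in platelet-rich plasma)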; actives 0.22% (n = 300,000); AID 1663, 2009;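 active means mean replicate score, as percent of positive control, at or above 50; inconclusive means mean below 50 but at least one replicate at or above 50; inactive means mean and every replicate below 50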
MrgX1 ag: agonists of human MrgX1 receptor, primary screen, HEK293 cells, Fluo-4 calcium flux; Fluo-4 calcium fluorescence, agonist mode; active compounds read high; B-score at 10 µM; actives 0.44% (n = 310,000); AID 588627, 2011;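 active means calcium response B-score plate-corrected fluorescence ratio at least 3 library SD, with starting fluorescence B-score inside 5 SD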
Target sequence (Q96LB2 whole entry, looked up): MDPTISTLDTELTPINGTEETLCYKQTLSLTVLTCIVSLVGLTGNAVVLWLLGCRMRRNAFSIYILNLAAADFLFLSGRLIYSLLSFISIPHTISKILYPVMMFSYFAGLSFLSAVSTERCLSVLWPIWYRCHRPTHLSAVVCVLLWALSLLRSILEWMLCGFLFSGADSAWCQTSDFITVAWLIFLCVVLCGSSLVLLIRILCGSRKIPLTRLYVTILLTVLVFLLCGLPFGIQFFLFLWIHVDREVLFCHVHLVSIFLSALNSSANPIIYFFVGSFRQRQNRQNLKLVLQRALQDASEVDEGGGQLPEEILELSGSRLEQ
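System – MrgX1-expressing HEK293 cells · Incubation – cells plated overnight, dye loaded 0.5 h 37 °C, 0.5 h room temperature · Technique – kinetic Fluo-4 NW fluorescence of intracellular calcium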
RGS4 pot: RGS4 potentiators or activators, primary screen, cell-based, HEK293 M3R inducible RGS4, calcium flux. carbachol calcium flux Fluo4; active compounds read low. B-score at 10 µM. actives 0.92% (n = 310,000). AID 463111, 2010;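 active means B-score of the integrated calcium signal more than 4 SD below the library mean, with starting fluorescence not abnormally high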;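 further: negative B-score means reduced calcium response which marks RGS4 activation or potentiation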
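Test system: HEK293 cells with stable M3R and inducible RGS4; also added: carbachol at ECmax as muscarinic agonist stimulus; schedule: dye loading 30 min 37 °C, buffer rest 30 min RT; technique: kinetic calcium fluorescence imaging with Fluo4-AM dye, 2 µM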
MrgX1 antagonist: antagonists of human MrgX1 receptor, primary screen, HEK293 cells, Fluo-4 calcium flux. Mas-related G-protein coupled receptor member X1 (Homo sapiens), Q96LB2. BAM8-22 antagonism; active compounds read low. B-score at 10 µM. actives 1.3% (n = 310,000);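 active means calcium-response B-score plate-corrected more than 3 library SD below zero, starting fluorescence within 5 deviations, no agonist response on first addition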;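 further: peak minus trough fluorescence over baseline after final BAM8-22 challenge near maximal dose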
HIF act: HIF pathway transcriptional activators, primary screen, cell-based, U2OS HRE-luciferase, luminescence; U2OS HRE-luciferase reporter; normalized: DMSO 0%, desferrioxamine 100%; activation, % at 7.5 µM (by protocol); actives 0.32% (n = 300,000); AID 1910, 2009;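 active means mean activation of at least 10% of the iron chelator positive control signal, with at least half of replicates also reaching 10%; inconclusive means mean and replicate majority disagree about reaching 10%; inactive means mean and most replicates under 10%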
SKKanGAS inh: S. pyogenes SKKanGAS growth inhibitors in kanamycin, primary screen, streptokinase expression inhibitor project, SKKanGAS strain, BacTiter-Glo luminescence; inhibition, % at 7.5 µM; actives 1.3% (n = 300,000); AID 1662, 2009; 6 h;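 active means mean replicate score, as percent of positive control median, at least 50; inconclusive means mean below 50 but one replicate at or above 50; inactive means mean and every replicate below 50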;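 further: strain carries kanamycin resistance gene driven by streptokinase promoter and grows in 40 µg/ml kanamycin; loss of luminescence reflects streptokinase promoter inhibition or plain growth inhibition; 0% = median of DMSO wells and 100% = positive control at its reference dose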
RGS4 inh: RGS4 inhibitors, primary screen, cell-based, HEK293 M3R inducible RGS4, calcium flux | actives 0.45% (n = 310,000) | Fluo-4 calcium flux; active compounds read high; triggered by carbachol at its EC20 | Regulator of G-protein signaling 4 (Homo sapiens), P49798 | B-score at 10 µM;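 active means B-score, a plate-corrected calcium signal, over three deviations above library mean, with baseline fluorescence within five deviations of library mean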;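 further: RGS4 expression induced by doxycycline in cells with stable M3 receptor; B-score is computed from the integrated fluorescence ratio over baseline after carbachol; higher B-score means a larger calcium signal and so more RGS4 inhibition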
Target sequence (P49798 whole entry, looked up): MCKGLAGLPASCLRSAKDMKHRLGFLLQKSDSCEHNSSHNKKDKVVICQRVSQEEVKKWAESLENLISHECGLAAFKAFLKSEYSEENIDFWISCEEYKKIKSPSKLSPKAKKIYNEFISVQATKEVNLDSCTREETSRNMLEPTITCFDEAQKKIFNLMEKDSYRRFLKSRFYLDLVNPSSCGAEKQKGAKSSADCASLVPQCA
TRPC6 inhibitor: mouse TRPC6 channel inhibitors, primary screen, cell-based, HEK293, membrane potential dye; AID 2553, 2010; actives 1.1% (n = 310,000); ACh-evoked depolarization; active compounds read low; B-score at 10 µM; Short transient receptor potential channel 6 (Mus musculus), Q61143;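 active means B-score under library mean minus 3 SD, initial fluorescence not abnormally high, positive integrated signal ratio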;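 further: B-score derived from integrated fluorescence ratio over the kinetic read; more negative B-score means stronger inhibition of depolarization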
TRPC4 block: inhibitors of mouse TRPC4 channel, primary screen, Fluo4 calcium, HEK293 TRPC4beta/mu-opioid cells. Short transient receptor potential channel 4 (Mus musculus), Q9QUQ5. DAMGO-evoked Fluo4 calcium flux; active compounds read low. B-score at 10 µM. actives 0.39% (n = 300,000);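 active means B-score over 3 SD under the library average, no early fluorescence shift, positive overall ratio signal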
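Signal: kinetic Fluo4 fluorescence imaging of calcium influx. Material: stable TRPC4beta/mu-opioid receptor HEK293 cells. Probe or stimulus: DAMGO in two steps, submaximal then maximal.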
TRPC6 act: mouse TRPC6 channel activators, primary screen, cell-based, HEK293, membrane potential dye. Short transient receptor potential channel 6 (Mus musculus), Q61143. HEK293-TRPC6 membrane potential dye fluorescence; active compounds read high. B-score at 10 µM. actives 0.13% (n = 310,000). AID 2550, 2010;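 active means B-score of the integrated fluorescence ratio above library mean plus 3 SD, and starting fluorescence ratio within library mean plus 5 SD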;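 further: higher score means more depolarization so channel activation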
MrgX1 allo act: positive allosteric modulators of MrgX1, primary screen, HEK293 cells, Fluo-4 calcium flux; Mas-related G-protein coupled receptor member X1 (Homo sapiens), Q96LB2; FDSS; active compounds read high; B-score at 10 µM; actives 0.63% (n = 310,000);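 active means plate-corrected calcium response at least 3 library SD above typical, normal starting fluorescence, not activating the receptor alone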;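 further: compound read alongside a low EC10 to EC30 dose of BAM8-22 agonist; peak minus trough fluorescence over baseline measured at the second addition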
* marks the source's active call; other numbers are inactive results; i = inactive; ? = inconclusive; nt = no result given.

Structure,Platelet DG rel,MrgX1 ag,RGS4 pot,MrgX1 antagonist,HIF act,SKKanGAS inh,RGS4 inh,TRPC6 inhibitor,TRPC4 block,TRPC6 act,MrgX1 allo act
CCOc1ccc(-c2nn[nH]n2)cc1,1,i,i,i,-0.8,2,i,i,i,i,i
CC(C)=C1C2CC2C2C(C(=O)O)C12 (centres undefined),-11,i,i,i,-0.1,-6,i,i,i,i,i
COc1ccc(C(=O)OCCN2CCCCC2)cc1,-4,i,i,i,0.6,23,i,i,i,i,i
COc1cccc(/C=N/NC(=O)CSc2ccccc2C)c1O,-9,i,i,i,12*,?,5.9*,i,i,i,i
NC(=O)c1c(NC(=O)CN2CCCC2)sc2c1CCCC2,2,i,i,i,0.9,-3,i,i,i,i,i
CCOc1cccc(/C=C/c2ccc3cccc(O)c3n2)c1OC,-6,i,i,i,-10,98*,i,i,i,i,i
COc1ccc(CNC(=O)C2CCCN(S(=O)(=O)c3c(C)nn(C)c3C)C2)cc1 (centres undefined),8,i,i,i,0.1,0,i,i,i,i,i
Cn1cc([N+](=O)[O-])c(C(=O)Nc2ccc(C(=O)N3CCCCC3)cc2)n1,-2,i,i,i,-7.1,8,i,i,i,i,i
O=C(NCc1c[nH]c2ccccc12)c1ccccc1,6,i,i,i,-0.1,1,i,i,i,i,i
COc1ccc(NC(=O)c2ccccc2SC)c(OC)c1,4,i,i,i,0.3,-4,i,i,i,i,i
CC(=O)Nc1ccc(NC(=O)CSc2ccc3nnc(CCNS(=O)(=O)c4ccc(C)cc4)n3n2)cc1,3,i,i,i,-0.8,-5,i,i,i,i,i
CCN1CCCC1CNC(=O)C(=O)Nc1ccccc1OC (centres undefined),1,i,i,i,0.0,-3,i,i,i,i,i

The list goes on.
Structure,Platelet DG rel,MrgX1 ag,RGS4 pot,MrgX1 antagonist,HIF act,SKKanGAS inh,RGS4 inh,TRPC6 inhibitor,TRPC4 block,TRPC6 act,MrgX1 allo act
CCn1c2ccccc2c2cc(NC(=O)CSc3nccc(=O)[nH]3)ccc21,-15,i,i,i,0.5,7,i,i,i,i,i
Cn1cc(CN2CCC(C(=O)N3CCCCC3)CC2)c(-c2ccccc2F)n1,3,i,i,i,-0.4,-2,i,i,i,i,i
CCN(CC)C(=S)Nc1ccc(C(=O)OC)cc1,4,i,i,i,0.2,3,i,i,i,i,i
Cn1cc(-c2ccccc2C(=O)O)c(=O)c2ccccc21,-5,i,i,i,1.9,1,i,i,i,i,i
N#CCOC(=O)C1CSC2(c3ccc(Br)cc3)CCC(=O)N12 (centres undefined),-6,i,i,i,0.2,10,i,i,i,i,i
Cc1ccc2nc(S(=O)(=O)O)[nH]c2c1,12,i,i,i,-0.2,1,i,i,i,i,i
COC(=O)C[C@H]1c2cc(F)ccc2S(=O)(=O)N1c1ccccc1,-2,i,i,i,0.0,1,i,i,nt,i,i
Cc1ccc(S(=O)(=O)N2CCN(C(=O)CN3C(=O)NC4(CCCCC4)C3=O)CC2)c(C)c1,-1,i,i,i,0.9,-20,i,i,i,i,i
COc1ccc(/C=N/NC(=O)COc2cc(C)cc(C)c2)cc1COC(C)=O,5,i,i,i,-0.1,-6,i,i,i,i,i
COC(=O)c1cc([N+](=O)[O-])c(-n2cncn2)c([N+](=O)[O-])c1,1,nt,i,nt,0.2,-5,i,i,i,i,nt
O=[N+]([O-])c1cc(S(=O)(=O)C(F)(F)F)ccc1NCC1CCCO1 (centres undefined),-22,i,i,i,0.3,-2,i,i,i,i,i
COc1ccc(-c2csc(NC(=O)C3CC(=O)N(Cc4ccco4)C3)n2)cc1 (centres undefined),1,i,i,i,0.0,3,i,i,i,i,i

The listing continues.
Structure,Platelet DG rel,MrgX1 ag,RGS4 pot,MrgX1 antagonist,HIF act,SKKanGAS inh,RGS4 inh,TRPC6 inhibitor,TRPC4 block,TRPC6 act,MrgX1 allo act
Cn1nc(C(C)(C)C)cc1C(=O)NNC(=O)c1ccc(C(F)(F)F)cc1,1,i,i,i,-0.9,1,i,i,i,i,i
CCCc1nnc(NC(=O)C2CCN(C(=O)C3CC(=O)N(c4ccc(C)cc4)C3)CC2)s1 (centres undefined),1,i,i,i,0.4,-9,i,i,i,i,i
Cc1ccc(S(=O)(=O)N2CCCCC2)cc1NC(=O)COC(=O)c1c(F)cccc1F,-4,i,i,i,-0.7,-3,i,i,i,i,i
CC1(C)Cc2c(sc3c2c(=N)n(Cc2ccco2)c(=O)n3CC(=O)Nc2cccc(Cl)c2)CO1,5,i,i,i,-0.7,14,i,i,i,i,i
O=C(CCCN1C(=O)c2ccccc2C1=O)Nc1cccnc1,-4,i,i,i,nt,-1,i,i,i,i,i
CCCC(C(=O)NC(C)(C)C)N(CC1CCCO1)C(=O)CNS(=O)(=O)c1ccc(F)cc1 (centres undefined),0,i,i,i,0.1,26,i,i,i,i,i
NC(=O)C1CCN(CC(=O)Nc2cccnc2Cl)CC1,4,i,i,i,-0.2,-2,i,i,i,i,i
O=C(CN1C(=O)c2cccnc2Oc2ccc(Cl)cc21)NCCC1=CCCCC1,0,i,i,i,0.1,1,i,i,i,i,i
COc1ccc(C(=O)/C=C2\NCCc3cc(OC)c(OC)cc32)cc1OC,18,i,i,i,-0.4,-5,i,i,i,i,i
CCOC(=O)c1ccc(N=Cc2nc(-c3ccccc3)oc2OC(C)=O)cc1,3,i,i,i,-0.1,9,i,i,i,i,i
CCO[C@@H]1OC(C(=O)NCc2ccccc2)=C[C@H](c2ccccc2)[C@H]1CCCO,-4,i,i,i,-3.5,2,i,i,i,i,i
Cc1ccccc1CN1CCN(S(=O)(=O)c2cccc3nsnc23)CC1,3,i,i,-11*,-0.5,-7,i,i,i,i,i

(listing goes on)
Structure,Platelet DG rel,MrgX1 ag,RGS4 pot,MrgX1 antagonist,HIF act,SKKanGAS inh,RGS4 inh,TRPC6 inhibitor,TRPC4 block,TRPC6 act,MrgX1 allo act
CCCCCCCNc1cccc(C)c1,-19,i,i,i,-0.1,0,i,i,i,i,i
CN1C(=O)C2(C(C#N)=C(N)Oc3c2oc(CO)cc3=O)c2ccccc21 (centres undefined),-12,i,i,i,0.2,-9,i,i,i,i,i
COC(=O)/C(=C\c1cc(OC)c(OC)c(OC)c1)c1nc2ccccc2[nH]1,0,i,i,i,0.7,1,i,i,nt,i,i
O=C(N/N=C/c1ccc2c(c1)OCCO2)c1ccncc1,-1,i,i,i,-0.7,-2,i,i,i,i,i
O=C(Nc1cccc(/C=C/c2nc3ccccc3c(=O)[nH]2)c1)c1ccccc1Cl,-1,i,i,i,3.1,20,i,i,i,i,i
COCCn1c(C)cc(/C=C2/SC(=O)N(C(C)C(=O)OC)C2=O)c1C (centres undefined),-1,i,i,i,1.7,-4,i,i,i,i,i
Cc1cc(C(=O)Nc2ccccc2)oc1C,-2,i,i,i,-7.1,-8,i,i,i,i,i
CC(C)(C)C1CCC(C(=O)Nc2nccs2)CC1 (centres undefined),-2,i,i,i,2.4,33,i,i,i,i,i
O=C(O)CCN1c2ccccc2Sc2ccccc21,7,i,i,i,2.2,-4,i,i,i,i,i
O=C(NC1CC1)C1CCN(c2nc3ccccc3s2)CC1,5,i,i,i,1.3,-3,i,i,i,i,i
COc1ccc([C@H]2/C=C\CN(S(=O)(=O)/C=C/c3ccccc3)[C@@H](C)C(=O)N2Cc2ccc(F)cc2)cc1,6,i,i,i,-0.5,8,i,i,i,i,i
CCOC(=O)/C(C#N)=C/c1c(Oc2cccc(C)c2)nc2c(C)cccn2c1=O,9,i,i,i,0.0,0,i,i,i,i,i

Following part:
Structure,Platelet DG rel,MrgX1 ag,RGS4 pot,MrgX1 antagonist,HIF act,SKKanGAS inh,RGS4 inh,TRPC6 inhibitor,TRPC4 block,TRPC6 act,MrgX1 allo act
CC(C)Oc1ccc(NC(=O)Oc2ccccc2)cc1,43,i,i,i,-0.7,27,i,i,i,i,i
CC(=O)c1cccc(NC=C2C(=O)OC3(CCCCC3)OC2=O)c1,3,i,i,i,1.2,2,i,i,i,i,i
Cc1ccc2c(c1)NC(=O)C(CC(=O)NCCN(C)C)O2 (centres undefined),1,i,i,i,0.1,-3,i,i,i,i,i
Cc1cc(C)c(NC(=O)CCN2C(=O)c3ccccc3S2(=O)=O)c(C)c1,11,i,i,i,-0.3,-1,i,i,i,i,i
Cc1nnc(N/N=C\c2ccc(-c3cccc(C(=O)O)c3)o2)n1N,-3,i,i,i,2.3,4,i,i,i,i,i
O=C(Nc1ccc([N+](=O)[O-])cc1)C1COc2ccccc2O1 (centres undefined),-3,i,i,i,4.3,-3,i,i,i,i,i
CN(C)C(=O)N1CCC(C(=O)NCc2ccc(F)cc2Cl)CC1,1,i,i,i,0.2,11,i,i,i,i,i
CN(Cc1ccon1)Cc1cn(C)nc1-c1ccc2c(c1)OCCO2,3,i,i,i,0.9,-5,i,i,i,i,i
N#CC(C(N)=O)=C1CCC2(CC1)OCCCCO2,nt,i,i,i,nt,nt,i,i,i,i,i
O=C(Nc1ccc2nc[nH]c2c1)c1ccco1,2,i,i,i,2.3,18,i,i,i,i,i
O=C(O)c1ccc(NC(=O)c2ccccc2NC(=O)c2cccc(F)c2)cc1,8,i,i,i,-0.5,0,i,i,i,i,i
COc1ccc(/C=N/NC(=O)c2ccc3nc[nH]c3c2)c(OC)c1OC,17,i,i,i,0.5,2,i,i,i,i,i
CCCn1c(=NC(=O)CS(=O)(=O)c2ccccc2)sc2cc(S(C)(=O)=O)ccc21,-1,i,i,i,-4.9,4,i,i,i,i,i
Cc1ccc(OCC(=O)c2cc(C)n(-c3ccccc3)c2C)c([N+](=O)[O-])n1,-5,i,i,i,-2.5,-6,i,i,i,i,i

Assay outcomes (PubChem BioAssay)
